# From PubChem BioAssay
# Rab2A wt mod – changes GTP binding to wildtype dog Rab2A, up or down; P61105; GST-Rab2 wt beads, Bodipy-GTP binding, flow cytometry; GTP binding activity, % at 10 µM; 0.19% of 190,000 active; AID 760;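 active means GTP binding activity at least 20 points away from 100%, either lowered or raised; inconclusive means signal likely due to the compound's own green fluorescence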;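 further: 0% = beads with excess unlabeled GTP and 100% = no-compound control corrected for plate trend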
# HRas wt GTP – human HRas wildtype GTP binding, change in either direction. 0.14% of 190,000 active. GST-Ras wt beads, Bodipy-FL-GTP binding, flow cytometry; actives lie on both sides. GTP binding activity, % at 10 µM;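 active means GTP binding activity at least 20% away from the 100% baseline, either lowered as inhibitor or raised as activator; inconclusive means flagged as likely green fluorescent, judged across all proteins in the well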;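 further: 0% = unlabeled GTP competition control and 100% = no-compound control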
# Target sequence (P01112 whole entry, looked up): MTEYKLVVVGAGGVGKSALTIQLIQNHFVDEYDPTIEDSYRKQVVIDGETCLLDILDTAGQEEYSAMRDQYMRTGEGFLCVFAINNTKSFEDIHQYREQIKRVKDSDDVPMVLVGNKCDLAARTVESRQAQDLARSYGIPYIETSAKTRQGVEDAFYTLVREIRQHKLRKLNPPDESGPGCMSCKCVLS
# Rab7 wt GTP bind – modulators of GTP binding to dog Rab7 wildtype GTPase | GST-Rab7 beads, fluorescent GTP binding, flow cytometry; actives lie on both sides; untreated = 100%, excess cold GTP = 0% | GTP binding activity (percent of control), % at 10 µM | 0.055% of 190,000 active;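 active means fluorescent GTP binding to Rab7 beads changed by at least 20 points from the 100% baseline, either direction, mostly lower; inconclusive means compound itself probably fluorescent, or too few beads counted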;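 further: median green fluorescence of bound Bodipy-FL-GTP per Rab7 bead population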
# ABCB1 block – human ABCB1 inhibition, ABCG2 as counter-screen | P08183 | inhibition, % at 6.6 µM | AID 1326 | CCRF-Adr cells, JC-1 efflux, flow cytometry | 0.067% of 190,000 active; in the data active means inhibition above about 40%;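 further: 0% = vehicle and 100% = reference inhibitor; higher value means more JC-1 retained so stronger ABCB1 efflux block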
# ABCG2 inh – human ABCG2 inhibition, ABCB1 as counter-screen. Q9UNQ0. IgMXP3 cells, JC-1 efflux, flow cytometry. inhibition, % at 6.6 µM. 0.1% of 190,000 active;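 active means inhibition above 80%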;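 further: 0% = DMSO and 100% = nicardipine control wells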
# Target sequence (Q9UNQ0 whole entry, looked up): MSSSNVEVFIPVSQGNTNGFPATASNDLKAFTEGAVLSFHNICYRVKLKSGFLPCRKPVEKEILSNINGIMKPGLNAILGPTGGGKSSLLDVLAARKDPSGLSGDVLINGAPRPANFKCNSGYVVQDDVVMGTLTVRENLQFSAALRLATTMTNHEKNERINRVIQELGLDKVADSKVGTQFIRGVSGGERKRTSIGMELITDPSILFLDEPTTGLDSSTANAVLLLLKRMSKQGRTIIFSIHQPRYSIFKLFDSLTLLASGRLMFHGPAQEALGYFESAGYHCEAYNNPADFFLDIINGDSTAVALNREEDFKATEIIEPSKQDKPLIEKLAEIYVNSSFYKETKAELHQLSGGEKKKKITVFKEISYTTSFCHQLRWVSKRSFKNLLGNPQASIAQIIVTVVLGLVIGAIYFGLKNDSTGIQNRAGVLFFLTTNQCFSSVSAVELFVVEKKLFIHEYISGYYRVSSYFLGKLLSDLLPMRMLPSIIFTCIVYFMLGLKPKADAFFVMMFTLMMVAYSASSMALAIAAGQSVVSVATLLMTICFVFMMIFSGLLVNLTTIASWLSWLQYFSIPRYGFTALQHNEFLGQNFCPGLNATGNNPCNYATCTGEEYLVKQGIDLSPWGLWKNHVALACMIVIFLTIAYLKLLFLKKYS
#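 material = IgMXP3 (ABCG2) plus far-red-tagged CCRF-Adr (ABCB1) cells | amount = 3 million cells/mL, equal mix of both lines | also added = JC-1 transporter substrate | dosing = one concentration, 6.6 µM final | schedule = 10 min at 25 °C | measured by = flow cytometric JC-1 green MFI at 530 nm | read-out basis = percent efflux inhibition, scaled nicardipine 100% to DMSO 0%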
# Pf gametocyte – kills late stage P. falciparum gametocytes | P. falciparum stage V gametocytes, ATP luminescence, 24 h | inhibition, % at 10.9 µM | 0.065% of 150,000 active;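 active means inhibition above the mean plus 3 SD of compounds within the control limits, set per campaign, cut at about 38% in these data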;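 further: 0% = DMSO wells and 100% = medium only without gametocytes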
# Avidin fluor – compound fluoresces at 488/530 nm on avidin beads; compound fluorescence 488/530 nm, flow cytometry; hits give high values; fluorescence (KMESF) at 10 µM; AID 1775; 0.38% of 220,000 active; in the data active means fluorescence above about 47; further: inactives centre near 10
# Rac1 act GTP bind – modulators of GTP binding to human Rac1 activated mutant; P63000; percent activity (GTP binding), % at 10 µM; GST-Rac1 activated beads, fluorescent GTP binding, flow cytometry; actives lie on both sides; 100% means binding = to untreated wells; 0.11% of 190,000 active;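 active means GTP binding at least 20 percentage points away from the 100% baseline, in either direction, so actives lie on both sides; inconclusive means Compound likely fluorescent itself, or too few beads counted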
# Cdc42 wt – modulators (inhibitors or activators) of GTP binding to human Cdc42 wildtype | GST-Cdc42 beads, Bodipy-GTP binding, flow cytometry; actives lie on both sides | percent activity (GTP binding), % at 10 µM | 0.2% of 190,000 active | AID 761;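 active means percent activity GTP binding at least 20 points away from the 100% baseline, either down as inhibitor or up as activator; inconclusive means compound flagged as likely green fluorescent from well-wide comparison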;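 further: median bead fluorescence of bound Bodipy-FL-GTP at 100 nM; 0% = excess unlabeled GTP control and 100% = no compound control; below 100% means less GTP binding so inhibitor and above means activator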
# Target sequence (P60953 whole entry, looked up): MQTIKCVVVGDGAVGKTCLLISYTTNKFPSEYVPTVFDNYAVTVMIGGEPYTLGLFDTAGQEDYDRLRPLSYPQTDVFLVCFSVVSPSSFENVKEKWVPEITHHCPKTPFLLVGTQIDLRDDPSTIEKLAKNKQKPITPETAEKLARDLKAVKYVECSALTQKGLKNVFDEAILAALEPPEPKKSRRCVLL
# Rac1 wt GTP bind – alters GTP binding to wildtype human Rac1. 0.27% of 190,000 active. GTP binding activity (% of control), % at 10 µM. P63000. GST-Rac1 beads, fluorescent GTP binding, flow cytometry; actives lie on both sides; 0 = cold GTP competed, 100 = untreated;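 active means GTP binding activity at least 20 points away from the 100% control level, either lower or higher; inconclusive means compound flagged as likely green fluorescent, judged across all proteins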
# GSH fluor – compound fluoresces at 488/530 nm on GSH beads | fluorescence (KMESF) at 10 µM | 0.25% of 190,000 active | AID 1776 | GSH beads flow cytometry, compound fluorescence 488/530 nm; hits give high values; in the data active means fluorescence above about 89;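 further: glutathione beads carrying GST-tagged Bcl family fusion proteins plus one bare bead set; values are compound well signal with DMSO vehicle wells as background; inactives centre near 16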
# Numbers without * were called inactive; ? = inconclusive; . = not tested or not shown.
(1) COC(=O)c1ccc(-c2ccc(/C=N/NC(=O)CC3(C)OCCCO3)o2)cc1
(2) Cc1cc(C)n2nc(C(=O)Nc3c(C)nn(Cc4ccc(F)cc4)c3C)cc2n1
(3) CS(=O)(=O)N(CC(=O)N1CCC(C(N)=O)CC1)c1ccc(Oc2ccccc2)cc1
(4) Cc1sc2ncn(C(C)C(=O)OC3CCCCC3)c(=O)c2c1C (stereo not given)
(5) CC(Cc1ccccc1)N/C=C1/CC(=O)NC1=O (stereo not given)
(6) CCCCOc1ccc(C(=O)Oc2ccc(C)nc2)cc1
(7) Cc1c(Cl)cccc1NC(=S)NCc1ccccc1Cl
(8) CSc1nc2n(n1)C(c1cc(Br)ccc1F)C(C(=O)N(C)C)=C(C)N2 (stereo not given)
Compound	1	2	3	4	5	6	7	8
Rab2A wt mod	?	92	99	103	101	98	100	99
HRas wt GTP	?	94	102	104	101	99	100	99
Rab7 wt GTP bind	?	99	99	97	101	99	102	97
ABCB1 block	0.8	1.9	0.3	0.4	0.2	0.2	0.2	0.3
ABCG2 inh	11	8	1	2	1	1	1	3
Pf gametocyte	20	8	.	11	.	.	9	.
Avidin fluor	7	10	23	14	23	36	2	7
Rac1 act GTP bind	?	92	96	101	99	95	101	99
Cdc42 wt	?	96	101	103	100	99	97	101
Rac1 wt GTP bind	?	96	96	103	101	96	102	98
GSH fluor	8	14	11	21	15	17	5	25

(9) CCOc1cnc(-c2c(-c3c(Cl)cccc3Cl)noc2C)o1
(10) O=C(NCCc1ccccc1)c1ccnc(/C=N/O)c1
(11) CCCC/C(C)=N\NC(=O)CNS(=O)(=O)c1ccc([N+](=O)[O-])cc1
(12) O=C(CSc1nc2ccccc2n1Cc1ccc(Cl)cc1)N/N=C/c1ccccc1C(=O)O
(13) CN1CCN(C2OC(=O)c3ccccc32)CC1 (stereo not given)
(14) O=C(CSC1=Nc2ccccc2C2=NC(CC(=O)NC3CCCCC3)C(=O)N12)NCc1ccco1 (stereo not given)
(15) CCCS(=O)(=O)c1nc(S(=O)(=O)c2ccc(C)cc2)c(NCc2ccc3c(c2)OCO3)s1
(16) Cc1cc(C)n(Cc2cccc(F)c2)c(=O)c1C#N
Compound	9	10	11	12	13	14	15	16
Rab2A wt mod	93	99	102	95	102	99	101	101
HRas wt GTP	92	99	102	93	104	100	100	101
Rab7 wt GTP bind	97	99	99	102	100	101	100	99
ABCB1 block	0.7	0.4	0.5	-0.4	0.4	.	0.3	0.4
ABCG2 inh	3	2	1	-1	1	.	0	5
Pf gametocyte	12	.	.	17	1	.	11	.
Avidin fluor	10	22	8	10	43	4	13	11
Rac1 act GTP bind	93	100	98	91	102	99	103	101
Cdc42 wt	92	102	103	92	106	102	101	102
Rac1 wt GTP bind	104	103	102	97	103	102	106	106
GSH fluor	18	5	19	30	16	16	20	27

(17) COc1ccc(N2C(=O)CCC(C(=O)Nc3ccccn3)C2c2ccc(OC)c(OC)c2)cc1 (stereo not given)
(18) COc1cc(C(=O)OCCN2CCOCC2)cc(OC)c1OC
(19) COc1ccc(-c2nc3c(=O)n(C)c(=O)[nH]c3n2CCc2ccccc2)cc1
(20) Cn1c(CCNC(=O)c2cccs2)nnc1SCC(=O)N1CCN(c2ccccc2)CC1
(21) CCCCOC(=O)Cn1c(=O)n(CC(=O)OCCCC)c2cc(C)ccc21
(22) Cc1ccccc1N1C(=O)CC(Nc2ccc3c(c2)OCO3)C1=O (stereo not given)
(23) COc1ccc(C)cc1N1C(=N)/C(=C2/Nc3ccccc3S2)C(c2ccccc2)C1=O (stereo not given)
(24) COc1ccc(-c2cnnn2-c2ccc(NC(=O)c3ccc(S(=O)(=O)N4CCCCC4)cc3)cc2)cc1
Compound	17	18	19	20	21	22	23	24
Rab2A wt mod	103	100	95	103	102	96	97	98
HRas wt GTP	102	102	96	101	106	96	98	100
Rab7 wt GTP bind	103	101	94	105	100	96	95	100
ABCB1 block	0.9	0.4	0.0	-0.3	1.1	0.2	2.2	0.5
ABCG2 inh	3	2	0	4	4	0	-15	2
Pf gametocyte	.	-6	.	11	-25	8	.	16
Avidin fluor	17	7	38	13	17	9	11	-2
Rac1 act GTP bind	99	102	94	100	105	94	99	101
Cdc42 wt	103	104	96	101	110	100	98	98
Rac1 wt GTP bind	104	106	95	105	116	97	103	102
GSH fluor	21	4	13	33	14	15	25	10

(25) COc1ccc(C(C(=O)Nc2ccc3c(c2)OCO3)N(C)C(=O)Cc2c[nH]c3ccccc23)cc1 (stereo not given)
(26) Cc1ccc(C(=O)NCCSC(C)(C)C)cc1[N+](=O)[O-]
(27) CCCSc1nc(NCc2ccco2)c2c3c(sc2n1)COC(C)(CC)C3 (stereo not given)
(28) Cc1nnc(NC(=O)CSc2nc(CC(C)C)nc3c2c(=O)n(C)c(=O)n3C)s1
(29) O=C(Nc1cccc(NC(=O)c2cccnc2)c1)c1cccnc1
(30) CCCCC(CC)CNC(=O)C1CC=CCC1C(=O)O (stereo not given)
(31) COc1ccc(N2CCN(C(=O)CSc3nnc4c(C)cc5c(C)cc(C)cc5n34)CC2)cc1
(32) C=CCn1c(SCc2nc3ccccc3c(=O)[nH]2)nc2ccccc2c1=O
Compound	25	26	27	28	29	30	31	32
Rab2A wt mod	99	102	98	98	96	92	95	101
HRas wt GTP	97	102	99	99	95	96	95	101
Rab7 wt GTP bind	95	105	98	106	96	89	94	99
ABCB1 block	0.7	.	0.5	6.3	0.0	1.6	3.5	11
ABCG2 inh	3	14	3	11	0	8	2	17
Pf gametocyte	-10	-12	25	.	.	-9	-15	.
Avidin fluor	9	6	12	7	8	13	13	33
Rac1 act GTP bind	101	99	93	92	95	97	97	100
Cdc42 wt	96	100	98	97	95	98	96	104
Rac1 wt GTP bind	98	104	99	102	104	103	95	104
GSH fluor	12	12	36	18	52	4	23	10

(33) COC(=O)c1ccc(COc2ccccc2/C=C(\C#N)C(=O)Nc2c(C)cccc2C)cc1
(34) Cc1ccc(C)c(NC(=S)NC(NC(=O)Cc2cccc3ccccc23)C(Cl)(Cl)Cl)c1 (stereo not given)
(35) Cc1cc(O)c(C(C)C)cc1NC(=O)c1ccc(Cl)cc1
(36) CC1=NN(C(=O)c2ccc(Cn3cc(Br)c([N+](=O)[O-])n3)o2)C(O)(C(F)(F)F)C1 (stereo not given)
(37) COCc1cc(C)nc(OCC(=O)N/N=C/c2ccc(OC)c(OC)c2)c1C#N
(38) CN(C)C=NC(=O)c1cc(C(=O)c2ccc(F)cc2)c[nH]1
(39) Cc1noc(C)c1CSCC(=O)OCC(=O)N1CC(=O)Nc2ccccc21
(40) Cc1cc2c(=O)oc(-c3ccc(F)cc3)nc2s1
Compound	33	34	35	36	37	38	39	40
Rab2A wt mod	99	104	104	98	96	91	100	98
HRas wt GTP	97	102	106	101	96	95	101	96
Rab7 wt GTP bind	101	100	101	99	103	97	98	103
ABCB1 block	3.2	0.4	-0.1	5.6	0.9	0.2	0.2	-0.2
ABCG2 inh	9	0	1	28	14	2	1	3
Pf gametocyte	3	.	-18	.	3	.	19	.
Avidin fluor	4	12	14	6	11	6	12	10
Rac1 act GTP bind	99	102	102	100	97	93	99	96
Cdc42 wt	99	105	104	99	93	95	100	93
Rac1 wt GTP bind	103	106	102	105	93	97	96	95
GSH fluor	11	25	25	10	11	10	25	9

# Continued; it opens with the 3 that closed the last part.
(38) CN(C)C=NC(=O)c1cc(C(=O)c2ccc(F)cc2)c[nH]1
(39) Cc1noc(C)c1CSCC(=O)OCC(=O)N1CC(=O)Nc2ccccc21
(40) Cc1cc2c(=O)oc(-c3ccc(F)cc3)nc2s1
(41) CSc1nc(S(=O)(=O)c2ccc(C)cc2)c(Cl)s1
(42) Cc1ccc2c(c1)NC(=O)C(CC(=O)NCc1ccc(F)cc1)O2 (stereo not given)
(43) CC(C)Cn1cc(C(=O)NCc2cccs2)c2c3ccccc3n(C)c2c1=O
(44) Cc1ccc(S(=O)(=O)c2nc(Nc3ccccc3)sc2Cl)cc1
(45) c1ccc(-n2nnnc2-n2nnc3ccccc32)cc1
(46) COc1ccc(/C=N/NC(=O)c2ccc(C)cc2)cc1CN1CCN(c2ccc(F)cc2)CC1
(47) COc1ccc(S(=O)(=O)N2CCc3ccccc32)cc1C(=O)OCc1c(C)noc1C
(48) O=C(CN1C(=O)c2ccccc2C1=O)Nc1ccc(-c2nc3ccccc3o2)cc1
Compound	38	39	40	41	42	43	44	45	46	47	48
Rab2A wt mod	91	100	98	99	104	102	94	101	98	97	96
HRas wt GTP	95	101	96	96	106	104	94	102	100	100	95
Rab7 wt GTP bind	97	98	103	102	103	97	97	99	99	103	94
ABCB1 block	0.2	0.2	-0.2	0.8	-2.1	2.2	0.0	0.3	14	4.8	-0.3
ABCG2 inh	2	1	3	3	-3	24	0	1	3	3	-4
Pf gametocyte	.	19	.	19	.	22	-20	.	.	.	.
Avidin fluor	6	12	10	10	8	9	12	4	11	8	9
Rac1 act GTP bind	93	99	96	97	101	98	95	100	101	94	96
Cdc42 wt	95	100	93	98	107	102	96	104	100	97	95
Rac1 wt GTP bind	97	96	95	97	108	102	96	105	102	100	96
GSH fluor	10	25	9	22	21	15	12	25	78	55	18

(49) CC1=C/C(=N\Nc2ccccc2[N+](=O)[O-])CC(C)(C)C1
(50) CCOC(=O)c1ccc(NC(=S)N2CCC(C(N)=O)(N3CCCCC3)CC2)cc1
(51) COC(=O)CNC(c1ccccc1)c1cc(C)ccc1NS(=O)(=O)c1ccc(C)cc1 (stereo not given)
(52) Cc1cc(C(=O)C[N+]2(C)CCOCC2)c(C)n1-c1ccc(Br)cc1
(53) CNC(=O)C1C(=S)NC(N)=C(C#N)C1c1ccccc1 (stereo not given)
(54) O=C(NCc1cccs1)c1ccc2c(c1)ncn2C1CCCC1
(55) C=CCn1c(SCC(=O)Nc2cccnc2Cl)nnc1-c1ccc(Cl)cc1
(56) COc1ccc(CCNC(=O)c2n[nH]c(=O)c3ccccc23)cc1
Compound	49	50	51	52	53	54	55	56
Rab2A wt mod	95	100	100	97	99	98	98	97
HRas wt GTP	98	98	100	98	101	99	99	99
Rab7 wt GTP bind	96	104	101	97	97	96	103	97
ABCB1 block	0.1	0.9	2.6	0.1	0.5	0.7	2.2	0.4
ABCG2 inh	7	3	16	-1	19	23	20	3
Pf gametocyte	-13	13	9	-8	-9	.	.	-1
Avidin fluor	15	10	5	20	9	16	13	32
Rac1 act GTP bind	97	96	99	99	100	99	99	98
Cdc42 wt	96	98	103	99	103	101	98	102
Rac1 wt GTP bind	100	99	106	100	106	108	101	101
GSH fluor	5	25	11	13	27	20	9	15
